High-throughput results deposited in PubChem BioAssay by several laboratories.
SUMO Mot1 rescue: yeast Mot1-301 growth rescue at high temperature, primary screen, SUMOylation pathway inhibitor project, S. cerevisiae, ATP luminescence, 38.5C | S. cerevisiae Mot1-301 growth rescue; percent above DMSO median, 100 means doubled | growth rescue, % at 18.8 µM | 320,000 tested, 1% active;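 active = every valid replicate shows activation above 250% relative to neutral control wells; inactive = the rest, any valid replicate at or below 250%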;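 also: OY570 slx delta 5 strain wells were the positive control but not used for scaling; some compounds called inactive have numbers as strong as hits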
HTR5A inv ctr: HTR5A inverse agonists in luminescence cell assay, primary screen, counter-screen for OPRM1-OPRD1 heterodimer inverse agonist project, full-deck HTS. 5-hydroxytryptamine receptor 5A (Homo sapiens), P47898. HTR5A cell line, inverse agonism. inhibition, % at 9.3 µM. 340,000 tested, 0.083% active; in the data active = inhibition mostly above about 23%, no sharp cut-off; inactive = mostly below about 18%;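 also: 0% = cells with DMSO and 100% = no-cell wells with DMSO; some compounds called inactive have numbers as strong as hits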
MOR-DOR ag: agonists of OPRM1-OPRD1 heterodimerization, primary screen, cell-based, luminescence | 340,000 tested, 0.3% active | cells | AID 504326, 2011 | Mu-type opioid receptor (Homo sapiens) + Delta-type opioid receptor (Homo sapiens), … | activation, % at 9.3 µM; in the data active = activation above about 18%;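 also: 0% = vehicle-treated cells and 100% = reference agonist; values of inactives mirror those of a sister screen read the other way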
Target sequence (P35372 whole entry, looked up): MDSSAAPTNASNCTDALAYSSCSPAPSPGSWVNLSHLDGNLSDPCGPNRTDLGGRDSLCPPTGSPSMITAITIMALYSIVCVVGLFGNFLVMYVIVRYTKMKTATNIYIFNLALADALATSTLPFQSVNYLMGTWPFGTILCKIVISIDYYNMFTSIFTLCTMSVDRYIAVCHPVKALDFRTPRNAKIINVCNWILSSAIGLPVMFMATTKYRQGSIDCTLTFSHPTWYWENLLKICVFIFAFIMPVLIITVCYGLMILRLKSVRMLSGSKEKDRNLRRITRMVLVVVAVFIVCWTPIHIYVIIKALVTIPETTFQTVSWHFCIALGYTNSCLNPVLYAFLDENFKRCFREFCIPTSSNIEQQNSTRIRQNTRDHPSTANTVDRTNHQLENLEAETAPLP
Target sequence (P41143 whole entry, looked up): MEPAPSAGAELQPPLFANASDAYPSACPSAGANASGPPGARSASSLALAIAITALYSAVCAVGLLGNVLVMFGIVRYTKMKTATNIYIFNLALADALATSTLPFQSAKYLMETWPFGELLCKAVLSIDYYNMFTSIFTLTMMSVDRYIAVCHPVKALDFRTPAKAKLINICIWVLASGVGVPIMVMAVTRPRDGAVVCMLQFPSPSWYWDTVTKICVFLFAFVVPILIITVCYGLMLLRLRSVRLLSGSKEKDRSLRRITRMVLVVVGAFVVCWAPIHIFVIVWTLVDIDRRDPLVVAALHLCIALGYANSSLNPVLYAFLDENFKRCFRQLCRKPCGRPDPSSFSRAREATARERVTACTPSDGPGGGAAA
PfHsp90 yeast 2: growth inhibition of PfHsp90-expressing yeast, primary screen, antimalarial PfHsp90 inhibitor project, S. cerevisiae, BacTiter-Glo luminescence, single point, set 2. BacTiter-Glo ATP, 48 h; yeast lacking PDR1 and PDR3 efflux regulators. inhibition, % at 9.4 µM. 310,000 tested, 0.32% active. AID 504621, 2011;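 active = every replicate shows inhibition above about 80%, whatever the replicate mean, limit read from the data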;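 also: 0% = DMSO neutral controls and 100% = 20 µM radicicol positive controls; yeast relying on Plasmodium falciparum Hsp90 in place of its own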
AddAB inh: growth inhibition of E. coli expressing H. pylori AddAB, primary screen, AddAB inhibitor project, absorbance; inhibition, % at 11.9 µM; 330,000 tested, 0.29% active; AID 435030, 2010; in the data active = inhibition above about 12%;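 also: 0% = vehicle wells of infected cells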
MOR-DOR inv ag: inverse agonists of MOR-DOR heterodimerization, primary screen, cell-based, luminescence. Mu-type opioid receptor (Homo sapiens) + Delta-type opioid receptor (Homo sapiens), …. cell-based MOR-DOR heterodimer luminescence, inverse agonism. inhibition, % at 9.3 µM. 340,000 tested, 0.21% active. AID 504357, 2011; in the data active = inhibition above about 22%, passing the limit was not always enough;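 also: 0% = cells with DMSO and 100% = wells without cells with DMSO; values of inactives mirror those of a sister screen read the other way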
PKA-R1A act: activators of PKA-R1A holoenzyme, primary screen, biochemical, fluorescence polarization, Cy5-IP20, bovine R1A, mouse PKAc. PKA-R1A dissociation; scaled: DMSO 0%, 113 µM cGMP 100%. cAMP-dependent protein kinase type I-alpha regulatory subunit (Bos taurus) + …. 340,000 tested, 0.083% active. activation, % at 11.4 µM;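 active = percent activation above the mean of all tested compounds plus 3 SD, cut at about 19% in these data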;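 also: higher means more PKAc released from R1A so a rise in polarization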
DSG3 Ab inh: inhibitors of pemphigus antibody binding to DSG3, primary screen, biochemical, bead-based, flow cytometry, scFv-GFP; binding (percent of control), % at 10 µM; DSG3-coupled beads, scFv-anti-DSG3-GFP binding; hits give low values; 310,000 tested, 0.48% active;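 active = binding more than 3 SD below its plate's average and above zero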;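 also: hits lower antibody fragment binding to DSG3; some compounds called inactive have numbers as strong as hits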
E coli growth: E. coli V3065 growth inhibition, primary screen, counter-screen for AddAB inhibitor project, absorbance, OD600 | inhibition, % at 11.9 µM | 330,000 tested, 0.27% active | 18 h;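 active = inhibition above the campaign's mean inhibition across all tested compounds plus 3 SD, cut at about 9.9% in these data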;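 also: uninfected addAB+ strain grown without phage in ampicillin broth; 0% = DMSO wells and 100% = ciprofloxacin 0.95 µg/ml wells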
phage Ecoli inh: growth loss of phage-infected E. coli, primary screen, RecBCD inhibitor project, absorbance, with phage, HTS; AID 651602, 2012; 360,000 tested, 0.26% active; inhibition, % at 11.9 µM; in the data active = inhibition above about 11%
HTR5A ag: HTR5A agonists in luminescence cell assay, primary screen, counter-screen for OPRM1-OPRD1 heterodimer agonist project, full-deck HTS | 340,000 tested, 0.61% active | cell-based | activation, % at 9.3 µM | AID 504692, 2011 | 5-hydroxytryptamine receptor 5A (Homo sapiens), P47898; in the data active = activation mostly above about 9.5%, no sharp cut-off; inactive = mostly below about 7.6%;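 also: 0% = cells with vehicle only and 100% = reference agonist; strong numbers were not always called active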
* hit, by the source's call; . = no result given; & = joins results of further samples.

SMILES	SUMO Mot1 rescue	HTR5A inv ctr	MOR-DOR ag	PfHsp90 yeast 2	AddAB inh	MOR-DOR inv ag	PKA-R1A act	DSG3 Ab inh	E coli growth	phage Ecoli inh	HTR5A ag
COc1ccc(NC(=O)CC(C)c2ccccc2)cc1S(=O)(=O)N1CCOCC1 (stereo not given)	4	-19	0.5	2	-0.6	-2	-13	88	-1.1	0.7	8
COc1cc(/C=C/C(=O)O)cc(S(=O)(=O)N2CCCc3ccccc32)c1OC	10	-5	-2.8	12	2.0	14	-15	99	1.3	3.0	2
CCOc1ccc(-n2nc3cc(C)c(N)cc3n2)cc1	2	-4	1.2	34	1.9	-6	-3	93	1.1	0.9	12
CCn1c(=O)n(CC(=O)NCC2CCCO2)c(=O)c2c3c(sc21)CCCC3 (stereo not given)	11	-38	-4.5	-13	2.2	22	-2	102	-1.1	-0.9	-3
Cc1ccc2[nH]cc(CCNC(=O)/C=C/c3ccco3)c2c1	-4	-8	-1.9	-3	0.7	10	3	110	0.5	2.7	10
NC(=O)COC(=O)c1cccc(S(=O)(=O)N2CCCc3ccccc32)c1	10	-7	-1.2	2	2.5	6	0	109	-0.8	3.5	5
Fc1cc(Br)ccc1NC(=S)Nc1ccccc1	17	-5	-0.7	23	1.0	4	0	100	0.9	4.2	1
Cc1ccccc1OCC(O)Cn1c(=N)n(CCN2CCOCC2)c2ccccc21 (stereo not given)	10&7	.	.	-7&35	1.2&1.0	.	-1&3	100&105	0.6&-3.1	0.0&2.8	.
CCOc1ccc(OCCCC(=O)N(C)CC(=O)Nc2ccc(N3CCOCC3)cc2)cc1	-3	-14	-0.1	.	-0.3	1	-10	102	0.1	0.1	-4
Cc1cc(C(=O)CCC(=O)NCC2COc3ccccc3O2)c(C)s1 (stereo not given)	15	-4	-3.5	-2	2.5	17	-10	95	0.7	2.6	1

Copied from the list.
Cc1cc(C(=O)CCC(=O)NCC2COc3ccccc3O2)c(C)s1 (stereo not given) in phage Ecoli inh shows 2.6
Fc1cc(Br)ccc1NC(=S)Nc1ccccc1 in MOR-DOR ag shows -0.7

Next part.
SMILES	SUMO Mot1 rescue	HTR5A inv ctr	MOR-DOR ag	PfHsp90 yeast 2	AddAB inh	MOR-DOR inv ag	PKA-R1A act	DSG3 Ab inh	E coli growth	phage Ecoli inh	HTR5A ag
O=C(Cn1ccc([N+](=O)[O-])n1)NCC1CCCO1 (stereo not given)	-2	10	0.0	-3	.	0	-4	117	.	2.0	-4
Cc1c(C(=O)OCC(=O)N(C)c2ccccc2)oc2ccccc12	-11	8	-0.5	-2	0.9	1	-6	108	-0.9	-2.3	-1
NC(=O)C1(N2CCCCC2)CCN(C(=O)CSc2nc3ccccc3o2)CC1	9	-25	-3.0	-14	1.1	14	-4	.	-1.1	1.0	3
COc1cccc(NC(=O)Nc2ccccc2Br)c1	18	-6	2.0	-15	7.0	-14	-2	95	0.4	5.7	2
Cc1nn(C(C)C(=O)NCCCN(Cc2ccccc2)C(C)C)c(=O)c2c1sc1ccccc12 (stereo not given)	6	1	0.5	14	1.5	-3	-8	98	-5.6	1.9	-1
C=CCOc1c(CNn2cn[nH]c2=S)cccc1OC	5	29	-2.8	12	3.4	13	9	99	-2.0	2.7	2
COC(=O)[C@H](CC(C)C)NC(=O)N1CCCCC1C (stereo not given in full)	13	-41	-2.4	10	-1.1	12	2	108	-1.8	-0.5	4
CCN(CC)C(=O)[C@H]1CC(CC(=O)NCCc2ccccn2)C(=O)N2CCc3c([nH]c4ccccc34)[C@]12C (stereo not given in full)	2	4	-3.3	9	2.9	16	3	94	-2.3	2.0	-1
Cc1nnc(Cn2cnc3c2c(=O)n(C)c(=O)n3C)o1	11	-2	1.5	11	-0.6	-12	2	100	-0.5	0.8	1
Cc1cc(C(=O)NNC(=O)c2cccs2)nn1C(C)(C)C	10	-5	-4.3	.	0.0	22	-7	98	2.4	2.1	2
CCOC(=O)C1CCCN(C(=O)CN2C(=O)c3ccccc3S2(=O)=O)C1 (stereo not given)	6	2	-2.5	1	2.0	10	12	.	-0.8	6.3	-1
CC1Cc2ccccc2N1C(=O)CSc1nnc(N)s1 (stereo not given)	-7	11	-4.8	6	1.3	16	4	102	0.5	0.6	0
On1nnc2ccccc21	48	5	-0.2	-3	0.1	1	-4	91	-0.8	1.5	-2
CC(=O)Nc1ccc(NC(=O)C2CCCN2C(=O)Nc2ccc(F)cc2)cc1 (stereo not given)	6	8	-1.4	-23	-0.5	8	11	102	-2.0	1.1	-3
O=C(NC1CCCCC1)C1CCN(C(=O)c2ccc(-c3ccccc3)cc2)CC1	.	15	-2.9	.	2.4	14	1	116	2.5	2.6	2
COc1ccc(NC(=O)n2ncc3cc(Cl)ccc32)cc1OC	1	-3	-0.2	-22	4.0	1	3	152	2.4	-1.9	1
O=C(COc1ccccc1Cl)Nc1ccc(Cl)cn1	264	-4	6.4	.	2.4	-35	-5	100	0.6	1.7	-1
CC(C)Nc1nc(NC(C)C)nc(C(=O)OCCO)n1	-12	8	-0.2	9	0.7	1	15	97	-1.8	0.9	-3
Cc1nnc(NC(=O)CSc2nnc(C)c(=O)n2N)s1	14	-14	-2.2	-2	3.0	12	6	108	3.6	3.8	4
CC(C)CCN1CCN(CC(c2ccccc2)c2ccccc2)CC1CCO (stereo not given)	-17	-11	2.1	32	2.8	-10	-5	109	0.2	3.0	-1
COc1cccc(-n2c(SCc3cc(=O)oc4cc(O)c(O)cc34)nc3ccccc3c2=O)c1	-13	4	-2.6	-37	21*	14	-13	90	16*	18*	-4
N#Cc1ccc(OCC(=O)OCC(=O)Nc2sccc2C(N)=O)cc1	-12	-7	-2.5	-7	-0.7	13	-9	96	-2.3	2.2	2
Cc1ccc(NC(=O)Nc2ccc([N+](=O)[O-])cc2)nc1	0	-8	7.7	2	2.0	-43	-1	94	0.3	2.8	3
CC(=O)N(NC(=O)c1ccc(C)cc1)C1CC(=O)N(c2ccccc2Cl)C1=O (stereo not given)	-21	-1	-1.4	2	6.1	8	-1	103	1.6	2.0	0
CCOC(=O)N1CCN(C(=O)CN(c2ccc(OCC)cc2)S(C)(=O)=O)CC1	-22	13	-1.5	.	-0.3	7	-1	105	-0.3	1.5	1
CC1CCC/C(=N\NC(=O)COc2ccccc2Cl)C1 (stereo not given)	-6	2	3.0	-7	0.8	-22	0	95	-2.7	3.4	-1
Nc1c(C(=O)Nc2ccc3c(c2)OCCO3)nnn1Cc1ccc(Br)cc1	7	1	7.6	-49	-0.2	-42	-2	102	-0.2	4.3	0
COc1ccc(C2C(C(C)=O)=C(O)C(=O)N2c2nccs2)cc1OC (stereo not given)	-15	-10	1.7	-25	2.6	-11	-4	83	-0.7	3.4	5
COCCC(=O)N1CCCC(CNS(=O)(=O)c2ccc(OC)cc2)C1 (stereo not given)	.	-29	0.4	-19	-0.3	-2	-11	110	0.8	4.4	6
COc1ccc(C(=O)Nc2ccccc2C(=O)N2CCCCC2C)cc1 (stereo not given)	-14	9	-0.2	10	0.0	1	-2	102	1.3	4.1	5
COc1cc(OC)c(OC)cc1CN1CCc2ccccc2C1	3	-13	-0.7	19	2.7	4	1	99	-2.3	0.1	5
COC(=O)[C@H](Cc1ccccc1)NC(=O)N1CCN(Cc2ccccc2)CC1	7	19	-2.1	5	1.1	12	-5	98	-1.0	3.6	1
CCC(=O)NC(=S)Nc1ccc(NC(=O)c2cccnc2)cc1	12	-13	2.7	4	1.0	-13	-5	.	0.7	1.4	9
COc1ccc(C(C(=O)NCC2CCCO2)N(Cc2ccccc2)C(=O)CNC(=O)c2ccco2)cc1OC (stereo not given)	-10	-1	-1.5	12	1.5	8	-5	110	-0.9	4.3	0
Cc1ccccc1C(=O)Nc1nnc(S(=O)(=O)N2CCCCC2)s1	4	-19	0.1	-10	-0.2	-1	2	103	-2.7	1.1	1
CCC(=O)Nc1ccc(C(=O)Nc2ccc3c(c2)OCO3)cc1	11	-5	-3.3	10	3.2	18	2	98	1.5	2.3	-2
Cc1oc(-c2ccc(Cl)cc2)nc1CN1CCC(C(=O)NCc2ccco2)CC1	0	-15	-2.4	6	1.6	13	-6	90	-1.2	.	-2
Cc1ccc(OCC(=O)NNC(=O)C2CC(=O)N(c3ccc4c(c3)OCCO4)C2)cc1 (stereo not given)	-17	2	0.2	.	0.0	-1	-8	102	-2.0	-0.2	5
CCn1c(=O)n(CC)c2cc(N3CCCC3)c(NC(=O)c3ccccc3Br)cc21	324	10	-3.2	8	1.9	17	-4	89	2.2	1.7	0
CCCCOc1ccc(C(=O)NCC(=O)N(C)Cc2nc3ccccc3c(=O)[nH]2)cc1	-7	19	-3.4	5	1.6	14	-4	110	-0.2	1.2	-8
COc1cc(CNC(=O)CCCCCCC(C)C)ccc1O	-11	-3	0.9	15	-2.7	-5	-9	97	-1.8	4.3	1
O=C(CCSc1nnc2scc(-c3ccccc3)n12)NCc1ccc2c(c1)OCO2	3	-12	-2.7	.	0.5	12	-16	107	-0.5	3.1	-5
O=C(O)c1cc(N2C(=O)CCC2=O)ccc1Cl	8	-1	-1.7	-21	2.1	9	-8	95	-0.9	1.7	-3
CC(Oc1ccc(Cl)cc1Cl)C(=O)Nn1cnnc1 (stereo not given)	6	5	-0.7	-10	1.6	4	-2	107	-2.2	5.0	3
COCCNS(=O)(=O)c1cc(C(=O)O)ccc1OC	61	2	-3.3	23	3.4	17	-1	82	-0.8	5.5	-1
Fc1ccccc1OCCCCCN1CCCC1	16	3	-1.0	4	4.2	5	-3	105	-1.9	3.0	-1
CC1=[N+](C)N(c2ccccc2)C(=O)C1N=Cc1ccc(Cl)cc1 (stereo not given)	-8	2	-2.8	5	0.5	14	-8	95	-0.3	3.4	-1
COc1ccc2oc(=O)c(C(=O)NC3CCCCCC3)cc2c1	-4	7	5.0	-12	-1.1	-25	-5	98	-3.4	0.4	-2
O=C(CSc1nnnn1-c1ccccc1)N1N=CCC1c1ccccc1 (stereo not given)	10	-2	1.4	17	1.5	-8	0	97	-0.9	3.5	1
COC(=O)C1=C(C)N(C)C(=O)NC1c1ccc(C)cc1 (stereo not given)	-4	-15	-1.6	18	-0.2	9	4	108	2.0	0.5	6
